Assay outcomes: PubChem, National Center for Advancing Translational Sciences (NCATS)
Cycloheximide cs: affects cycloheximide protein synthesis inhibition readout, counter-screen | actives 12% (n = 300,000) | cell reporter, cycloheximide protein synthesis inhibition counterscreen | max response, %; in the data active = max response mostly above about 13%, no sharp cut-off; inactive = mostly below about 14%; also: read at 38.3 µM for the half of the compounds with a filed dose; 0% is about no effect
Shiga toxin inh: Shiga toxin inhibition. actives 9.2% (n = 290,000). Vero cells, Shiga toxin protein synthesis inhibition reporter. inhibition, % at 38.7 µM; in the data active = inhibition mostly above about 28%, no sharp cut-off; inactive = mostly below about 43%; also: 0% is about no effect
LmPK inhibitor: blocks Leishmania mexicana pyruvate kinase activity | Potency, µM (top dose mostly 57.5 µM), for the others: at the top dose activity change, negative = inhibition, actives largely listed as inhibitors | actives 0.37% (n = 290,000) | AID 1721 | purified LmPK, Kinase-Glo ATP luminescence, 1 h; also: potency is read from the fitted curve at half-maximal effect; % is scaled to controls: 0 for no effect and ±100 for the full control effect
Target sequence (Q27686 whole entry, looked up): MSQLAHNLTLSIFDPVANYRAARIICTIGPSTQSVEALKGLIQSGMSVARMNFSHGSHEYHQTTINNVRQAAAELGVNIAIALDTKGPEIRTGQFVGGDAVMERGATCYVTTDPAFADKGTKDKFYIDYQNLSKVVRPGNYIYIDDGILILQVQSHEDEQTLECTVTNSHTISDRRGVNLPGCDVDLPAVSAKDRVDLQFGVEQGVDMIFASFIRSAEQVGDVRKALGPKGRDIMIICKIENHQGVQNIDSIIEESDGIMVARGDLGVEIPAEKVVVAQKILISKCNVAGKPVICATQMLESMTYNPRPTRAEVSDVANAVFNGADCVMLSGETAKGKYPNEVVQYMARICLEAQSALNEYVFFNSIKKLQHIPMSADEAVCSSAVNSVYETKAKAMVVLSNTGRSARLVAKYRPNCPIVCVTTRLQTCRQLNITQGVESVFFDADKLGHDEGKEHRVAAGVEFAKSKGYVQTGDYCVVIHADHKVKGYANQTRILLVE
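ATP generated from ADP (0.1 mM) and PEP (0.5 mM) by 0.1 nM LmPK over 1 h at room temperature (pH 7.2 imidazole buffer) was detected by coupled luciferase luminescence. Values were normalized to uninhibited and no-enzyme wells.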
Pf growth 96h: P. falciparum growth inhibition at 96 hour, primary screen for plastid delayed-death inhibitors; actives 6.9% (n = 320,000); P. falciparum luciferase reporter growth, 96 h; Potency, µM (highest dose often 28.7 µM), inactives show at the highest dose activity change, negative = inhibition, actives largely listed as inhibitors; AID 504834; also: potency is read from the fitted curve at half-maximal effect; % is scaled to controls: 0 for no effect and ±100 for the full control effect
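Cell-based qHTS: luciferase-tagged P. falciparum in erythrocytes (2% hematocrit, 0.05% parasitemia final) incubated with compounds for 96 hours, 37 C, 5% CO2; luciferase detection reagent then added and luminescence measured.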
HCV inhibitor: HCV inhibition | Huh7.5.1 HCVcc-Cre infection, luciferase reporter, 44 h | actives 3.4% (n = 340,000) | AID 651820 | Potency, µM (titrated, usually from 41.8 µM), without a hit: at the top dose activity change, negative = inhibition, most hits filed as inhibitors; also: potency is read from the fitted curve at half-maximal effect; % is scaled to controls: 0 for no effect and ±100 for the full control effect
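Infectious HCVcc-Cre (~0.5 moi) was added to cells just after compound, with cells seeded 4 h earlier at 1,000 per well. Luciferase activity after 44 h culture reported infection; substrate was incubated 15 min at room temperature before reading.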
Pf growth 48h: P. falciparum growth inhibition at 48 hours (one generation) | Potency, µM (titrated, usually from 28.7 µM), inactives show top-dose activity change, negative = inhibition, actives largely listed as inhibitors | actives 5.9% (n = 310,000) | P. falciparum luciferase growth in erythrocytes, 48 h; also: potency is read from the fitted curve at half-maximal effect; % is scaled to controls: 0 for no effect and ±100 for the full control effect
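In quantitative HTS format, infected erythrocytes bearing luciferase-reporter parasites were treated for a single generation at 37 C. Luminescence after adding detection reagent served as the growth measure.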
TbPYK inhibitor: inhibitors of Trypanosoma brucei pyruvate kinase | actives 0.12% (n = 410,000) | TbPYK enzyme, Kinase-Glo Plus ATP luminescence, 45 min | Potency, µM (titrated, usually from 76.8 µM), inactives show at the highest dose activity, negative = inhibition, hits mostly inhibitors | AID 624173; also: potency is read from the fitted curve at half-maximal effect; % is scaled to controls: 0 for no effect and ±100 for the full control effect; nearly all actives have a fitted effect of over 50% in size
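ADP (130 uM final) triggers the TbPYK reaction after compound addition; incubation is 45 min at room temperature. Kinase-Glo Plus is then added and luminescence imaged. Normalized data are fitted to concentration-effect curves.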
Active calls of the source: *; ? = inconclusive; / = no result given; & = joins results of further samples; [ ] = another dose, or the depositor's remark. Unless noted, calls follow the shape of the dose curve; as a rule, active = well fitted curve in the direction sought with a large enough effect; inconclusive = small, poorly fitted or top-dose-only effect, or another doubt; inactive = no such curve, though single readings can be large; an effect the other way counts as inactive or inconclusive.

SMILES	Cycloheximide cs	Shiga toxin inh	LmPK inhibitor	Pf growth 96h	HCV inhibitor	Pf growth 48h	TbPYK inhibitor
CCC(CC)c1nnc(NC(=O)c2cc(C(=O)OC)cc([N+](=O)[O-])c2)s1	-2	-7	3%	?	1%	3%	-25%
CCCc1cc(=O)oc2cc(C)cc(OCC(=O)Nc3ccc(S(N)(=O)=O)cc3)c12	-3	-7	5%	?	-27%	?	2%
COc1ccc(N(C)S(=O)(=O)c2cccc(C(=O)Nc3ccc(-n4cnnn4)cc3)c2)cc1	-3	-16	3%	?	?	10µM*	-21%
CCN(C(=O)Cc1ccc(Br)cc1)C1CCCCC1	-1	12	3%	-29%	7%	-22%	1%
O=C(NCc1ccc(Cl)cc1)c1cc2ccccn2n1	9	23	8%	-26%	-5%	/	-1%
Cc1occc1-c1nnc(SCC(=O)NCCc2ccccc2)n1Cc1ccccc1	-1	40	-3%	?	-10%	-13%	-2%
O=C(NCC1(N2CCCCC2)CCCCC1)c1cccc(NS(=O)(=O)c2ccccc2)c1	/	/	/	?	-10%	?	2%
COc1cc(CN2CCNC(=O)C2CC(=O)N2CCc3ccccc3C2)cc(OC)c1 (configuration not stated)	0	31	2%	95%[activator]	12%	13%	-4%
CCN(CC)C(=O)c1sc(N2C(=O)Nc3ccccc3N2O)c(C(=O)OC)c1C	-1	-10	-2%	39%[activator]	10%	-7%	-13%
COc1cccc(C(C)NC(=O)C2CCCC2)c1 (configuration not stated)	-1	-1	-6%	?	14%	3%	1%
C/C(Cl)=C\Cn1c(O)c(N=NC(N)=S)c2cc(Br)ccc21	-2	17	1%	?	11µM*	10µM*	-9%
CC(NC(=O)C1CC2CCCC(C1)C2=O)c1ccccc1 (configuration not stated)	-1	-11	7%	5%	-6%	-2%	2%
Cc1ccc(Nc2nc(NCC3CCCO3)nc(N)c2[N+](=O)[O-])cc1C (configuration not stated)	-4	-17	2%	6%	?	8%	-12%
CN1CCN(CC(=O)N2N=C(c3cccs3)CC2c2ccco2)CC1 (configuration not stated)	3	11	2%	-17%	7%	1%	1%
C=CCSc1ncccc1C(=O)NCc1ccc(C)cc1	9	-22	0%	103%[activator]	3%	2%	-8%
CCc1ccccc1NC(=S)N1N=CCC1c1ccccc1 (configuration not stated)	17*	55	2%	-15%	-11%	?	0%
COCC(=O)OCC(=O)c1cc(C)n(-c2ccc(Br)cc2)c1C	-4	-6	2%	?	11%	-11%	-3%
Cc1cc(C)n2c(SCc3ccccc3Cl)nnc2n1	11	15	4%	?	?	/	-1%
Cc1c(C(=O)OCC(=O)N2CCCC2)cccc1[N+](=O)[O-]	13	42	2%	18%	1%	31%[activator]	10%
Cc1cc2c(cc1S(=O)(=O)N1CCN(c3ccc(Cl)cc3)CC1)OCCN2C	-3	-5	-2%	-23%	?	-19%	-8%
CCc1nc(SCc2ccc(C(=O)OC)o2)c2c(=O)n(C)c(=O)n(C)c2n1	-3	-11	7%	2.6µM*	?	8.3µM*	-5%
CCC(CC)NC(=O)C1CCN(S(=O)(=O)c2cccs2)CC1	-1	14	2%	-30%	4%	/	-2%
CCOc1ccccc1CN1CCN(Cc2ccc(C)o2)CC1CCO (configuration not stated)	-5	32	-5%	14%	-4%	-10%	3%
Cc1nc(C(F)(F)F)c(C(=O)N/N=C(\N)c2cccnc2)s1	-7	41	3%	30%	9%	-5%	2%
Cc1nc(Cc2ccc(OC(C)C)cc2)[nH]c(=O)c1CC(=O)O	8	4	1%	-41%[5.75 µM]	-2%	8%	-1%
Cc1ccccc1-n1cc(CNC(=O)CCc2nnc(CCc3ccccc3)o2)cn1	7	-3	6%	-14%	16%	-20%	2%
CCN(CC)c1ccc(CC(=O)NC(C)Cc2ccccc2)cc1 (configuration not stated)	-3	-5	-1%	8%	4%	35%[activator]	-11%
CC(=O)O[C@H]1CCC2C3CCC4=CC(=O)CCC4=C3C=C[C@@]21C (some centres not stated)	17	-4	?	0%	11%	0%	-12%
O=c1c(Cc2ccc(Cl)cc2)c(O)ccn1Cc1ccncc1	3	-18	3%	-19%	5%	-13%	2%
CC(OC(=O)c1cc(S(=O)(=O)N2CCOCC2)ccc1F)C(=O)NCc1ccc2c(c1)OCO2 (configuration not stated)	/	/	/	-9%	2%	-15%	-5%
O=C(NN1C(=O)C2C3CCC(O3)C2C1=O)c1ccc(Cl)cc1 (configuration not stated)	-2	1	2%	11%	19%	-1%	0%
Cc1cccn2cc(-c3cccc(S(=O)(=O)N4CCCCC4)c3)nc12	15*	15	1%	5%	?	-13%	-8%
Cc1nn(CCN)c(C)c1Cl	-2	-6	-2%	44%[activator]	15%	30%	2%
C[C@@H]1O[C@@H](O[C@@H]2C=C3CCC4C(CC[C@]5(C)[C@@H](c6ccc(=O)oc6)CC[C@]45O)[C@@]3(C)CC2)[C@H](O)[C@H](O)[C@H]1O (some centres not stated)	/	/	/	?	?	-8%	-4%
CCOc1ccc(S(=O)(=O)N2CCN(S(=O)(=O)c3ccc(OCC)cc3)C(C)C2)cc1 (configuration not stated)	-2	18	-1%	?	-6%	-7%	3%
N#Cc1cnn(-c2ccc(F)cc2)c1N	-1	-3	4%	43%[activator]	15%	23%	0%
COC(=O)c1ccc(CNC(=O)Cn2nnnc2CN(C)C(C)C)cc1	1	-4	3%	?	1%	1%	-4%
CCCCn1nc(C(=O)NCc2ccccc2CN2CCCC2)c2ccccc2c1=O	/	/	/	7.4µM*	?	9.3µM*	3%
CC1CCCN(S(=O)(=O)c2ccc(S(=O)(=O)N3CCCC3)cc2)C1 (configuration not stated)	-5	-3	-3%	?	9%	1%	-2%
CCOc1ccccc1Oc1cn[nH]c1-c1ccc(OC)cc1O	-2	19	7%	?	-25%	12µM*	6%
Cn1c(N)c(N=O)c(=O)n(C)c1=O	-2	23	3%	?	-3%	-4%	3%
CCc1ccc(NC(=O)COn2nnc3ccc(S(=O)(=O)N(C)C)cc32)cc1	5	33	-1%	?	?	/	2%
CCC(=O)Nc1cccc(-c2cn3cccc(C)c3n2)c1	39*	54*	-2%	244%[activator]	-16%	101%[activator]	1%
Cc1ccccc1Cn1ccc(NC(=O)c2nc3ncccn3n2)n1	9.3*	18	-2%	21%	23%	29%	-1%
CS(=O)(=O)N1CCC(C(=O)NCCc2ccccc2)CC1	0	16	8%	5%	27%	/	5%
COc1ccc(C(Cl)=C(c2ccc(OC)cc2)c2ccc(OC)cc2)cc1	2	14	3%	?	3%[8.37 µM]	9.3µM*	2%&4%
Cc1ccc(S(=O)(=O)N2CCCCC2)cc1NC(=O)CNc1ccc(C(F)(F)F)cc1	/	/	/	?	?	?	0%
Cc1cccc(N(C(=O)c2csnn2)C(C(=O)NC2CCCCC2)c2ccccn2)c1C (configuration not stated)	1	21	-5%	9%	?	-20%	2%
CCOc1ccc(Br)cc1C(=O)N/N=C/c1ccc([N+](=O)[O-])cc1	-7	17	11%[11.5 µM]	-7%	?	-5%	2%
CCCCc1c(C)nc2ccc(OC)cc2c1SCCC(=O)O	-2	-8	1%	140%[activator]	-9%	59%[activator]	?

3 structures already listed, ordered by length of the SMILES, largest number first.
SMILES	Cycloheximide cs	Shiga toxin inh	LmPK inhibitor	Pf growth 96h	HCV inhibitor	Pf growth 48h	TbPYK inhibitor
Cc1ccc(S(=O)(=O)N2CCCCC2)cc1NC(=O)CNc1ccc(C(F)(F)F)cc1	/	/	/	?	?	?	0%
CS(=O)(=O)N1CCC(C(=O)NCCc2ccccc2)CC1	0	16	8%	5%	27%	/	5%
CCC(=O)Nc1cccc(-c2cn3cccc(C)c3n2)c1	39*	54*	-2%	244%[activator]	-16%	101%[activator]	1%

Some of the entries above, set out differently.
Second line of a record: Cycloheximide cs	Shiga toxin inh	LmPK inhibitor	Pf growth 96h	HCV inhibitor	Pf growth 48h	TbPYK inhibitor
Cc1ccccc1Cn1ccc(NC(=O)c2nc3ncccn3n2)n1
    9.3*	18	-2%	21%	23%	29%	-1%
CS(=O)(=O)N1CCC(C(=O)NCCc2ccccc2)CC1
    0	16	8%	5%	27%	/	5%
COc1ccc(C(Cl)=C(c2ccc(OC)cc2)c2ccc(OC)cc2)cc1
    2	14	3%	?	3%[8.37 µM]	9.3µM*	2%&4%

Going on with the list:
SMILES	Cycloheximide cs	Shiga toxin inh	LmPK inhibitor	Pf growth 96h	HCV inhibitor	Pf growth 48h	TbPYK inhibitor
CCC(=O)Nc1ccc(S(=O)(=O)NCc2ccco2)cc1	-7	-9	-3%	?	-2%	/	0%
CCOC(=O)N1CCN(c2c(NCc3ccc(Cl)cc3)c(=O)c2=O)CC1	-8	-7	9%	-46%	?	/	-7%
Cc1ccc(S(=O)(=O)N2CCCC2CNC(=O)C(=O)NCc2ccccn2)cc1 (configuration not stated)	/	/	/	-12%	3%	0%	2%
CC(=O)N1CCN(C(=O)c2cc(S(=O)(=O)N(C)Cc3ccccc3)ccc2Cl)CC1	/	/	/	61%[activator]	11%	?	-9%
O=C(NCC1CC1)c1ccc(Oc2cc(Cl)cc(Cl)c2)o1	1	3	-5%	9.3µM*	?	12µM*	-1%
OCCC1CN(Cc2ccc3c(c2)CCO3)CCN1Cc1ccc(F)cc1 (configuration not stated)	5	-13	7%	?	0%	11%	2%
O=C(NCCCN1CCCCCC1)c1ccc(CS(=O)(=O)Cc2ccccc2F)o1	-2	-5	1%	?	?	-22%	-4%
Cc1cnc(C(=O)Nc2ccc(C(C)C)cc2)cn1	46*	134*	0%	420%[activator]	-14%	338%[activator]	-5%
O=C(O)CN(Cc1ccccc1)S(=O)(=O)c1ccc(F)cc1	-3	16	2%	3%	13%	1%	7%
O=C(NCc1nnnn1-c1ccc(F)c(F)c1)c1cc2ccccc2o1	/	/	/	-14%	1%[8.37 µM]	-2%	-8%
O=C(N/N=C/C1C(c2ccccc2)C1(Cl)Cl)c1cccc(Br)c1 (configuration not stated)	23*	68	0%	7%	-15%	57%[activator]	-1%
CCCc1cc(=O)oc2cc(OCC(=O)NCCCn3ccnc3)ccc12	-4	-5	2%	33%[activator]	-3%	-17%	1%
CC(=O)OCCN(Cc1ccccc1)Cc1ccc2c(c1)OCO2	-1	9	1%	-5%	2%	29%	7%
COc1ccc(/C=C/C(=O)Nc2sc(Cc3ccccc3)c(C)c2C(N)=O)cc1	-2	9	-3%	66%[activator]	-22%	11%	-13%
Cc1ccccc1-c1coc2cc(O)ccc2c1=O	9	13	0%	-23%	-11%	-3%	-2%
COCn1c(=O)c2c(nc(SC3=NCCS3)n2Cc2ccccc2C)n(COC)c1=O	-1	25	-1%	?	?	?	2%
CCc1c(C)nc(SCc2cccnc2)[nH]c1=O	6	-4	-6%	21%	13%	15%	-4%
Cc1ccc(N)c(C)c1	/	/	/	?	-24%	1%	1%
O=C(O)CSc1c(-c2cccs2)[nH]c2ccccc12	-1	6	-3%	2%	-6%	7%	-8%
Nc1c(C(=O)NCCN2CCOCC2)c2nc3ccccc3nc2n1Cc1ccco1	-3	-2	-1%	?	4%	9.3µM*	-2%
COc1cccc2cc(/C(C)=N/NC(=O)c3ccco3)oc12	23	32	5%	?	-20%	?	5%

Compounds as they come. Share with any hit: about 24%.
